BioA inh: BioA (M. tuberculosis) enzyme inhibition | 360,000 compounds, 0.096% hits | AID 602481 | purified M. tuberculosis BioA enzyme, plate reader | inhibition, % at 9.99 µM; in the data active = inhibition above about 40%
An asterisk follows results filed as active.

cpd	compound	BioA inh
1	O=C(N[C@H]1CC[C@H](CCn2cc(C3(O)CCCC3)nn2)O[C@@H]1CO)C1CCC1	-4.8
2	N#Cc1cccc(-c2ccc([C@@H]3[C@@H](CO)N4CCCCN(Cc5ccccc5F)C[C@@H]34)cc2)c1	3.6
3	COc1ccc(CNC(=O)C[C@H]2CC[C@@H](NC(=O)c3cccc(F)c3)[C@@H](CO)O2)cc1	-0.1
4	C[C@H](CO)N1C[C@H](C)[C@@H](CN(C)S(=O)(=O)c2ccc(F)cc2)OCCCC[C@H](C)Oc2ccc(NC(=O)NC3CCCCC3)cc2C1=O	-0.5
5	CN1CCN(C(=O)C[C@H]2C[C@H]3c4cc(NC(=O)Nc5ccc(F)cc5)ccc4O[C@H]3[C@H](CO)O2)CC1	1.4
6	CC=Cc1ccc2n(c1=O)C[C@H]1[C@H](CO)[C@@H](C(=O)N3CCOCC3)[C@@H]2N1CC1CCCC1 (mixture of isomers)	-2.8
7	C[C@@H]1CN([C@H](C)CO)C(=O)Cc2cc(NC(=O)C3CC3)ccc2O[C@H]1CN(C)Cc1ccc(C(=O)O)cc1	3.2
8	C[C@@H]1CN([C@@H](C)CO)C(=O)c2cc(NS(C)(=O)=O)ccc2O[C@@H]1CN(C)Cc1ccc2c(c1)OCO2	-1.3
9	CNC[C@@H]1Oc2cc(C#Cc3cccc(F)c3)ccc2S(=O)(=O)N([C@H](C)CO)C[C@H]1C	4.0
10	CNC[C@H]1Oc2ccc(NC(=O)CCC(F)(F)F)cc2CC(=O)N([C@H](C)CO)C[C@H]1C	-0.6
11	O=C(c1cccnc1)N1C[C@H]2[C@@H](c3ccccc31)[C@@H](CO)N2C(=O)Nc1ccccc1F	0.9
12	C/C=C/c1ccc([C@H]2[C@H](CO)N3CCCCN(C(=O)Nc4ccc(OC)cc4)C[C@@H]23)cc1	-2.7
13	O=S(=O)(c1cccs1)N1CCCCN2[C@@H](CO)[C@@H](c3ccc(/C=C/c4ccccc4)cc3)[C@@H]2C1	-1.7
14	Cc1ccc(S(=O)(=O)Nc2cccc3c2O[C@@H](CN(C)Cc2ccc(C(F)(F)F)cc2)[C@H](C)CN([C@H](C)CO)C3=O)cc1	-0.3
15	Cc1ccc(S(=O)(=O)Nc2cccc3c2O[C@@H](CN(C)S(=O)(=O)c2cccs2)[C@H](C)CN([C@@H](C)CO)C3=O)cc1	18
16	COc1ccccc1CNC(=O)C[C@@H]1C=C[C@H](NC(C)=O)[C@@H](CO)O1	-0.4
17	CC(C)NC(=O)N1CCCCN2[C@@H](CO)[C@@H](c3ccc(C#Cc4ccccc4)cc3)[C@@H]2C1	-0.8
18	COc1cccc(S(=O)(=O)N(C)C[C@@H]2Oc3cc(C#CCC(C)C)ccc3S(=O)(=O)N([C@H](C)CO)C[C@H]2C)c1	-5.7
19	C[C@@H]1CN([C@H](C)CO)S(=O)(=O)c2ccc(C#CC3CC3)cc2O[C@@H]1CN(C)Cc1ccc(F)cc1	-1.5
20	C[C@H]1CCCCO[C@H](CN(C)S(=O)(=O)c2ccccc2)[C@@H](C)CN([C@@H](C)CO)C(=O)c2cc(NS(=O)(=O)c3ccc(Cl)cc3)ccc2O1	-1.2
21	C[C@@H]1CCCCO[C@@H](CN(C)Cc2ccc3c(c2)OCO3)[C@@H](C)CN([C@@H](C)CO)C(=O)c2cc(NC(=O)Nc3ccc(C(F)(F)F)cc3)ccc2O1	-2.3
22	C[C@H]1CN([C@@H](C)CO)C(=O)c2cccc(NS(=O)(=O)c3ccc(F)cc3)c2O[C@@H]1CN(C)Cc1ccc(Cl)c(Cl)c1	-0.7
23	CCCNC(=O)N1C[C@@H](O)COC[C@H]2O[C@@H](CC(=O)N3CCC(Cc4ccccc4)CC3)CC[C@@H]21	0.7
24	CCCC#Cc1ccc([C@@H]2[C@H](CO)N3CCCCN(S(=O)(=O)Cc4ccccc4)C[C@@H]23)cc1	2.2
25	CO[C@@H]1CN(C)C(=O)c2cc(NC(=O)c3ccccc3F)ccc2OC[C@@H](C)N(C(=O)c2ccccc2F)C[C@H]1C	-2.5
26	C[C@@H]1CCCCO[C@H](CN(C)C(=O)c2ccccc2)[C@H](C)CN([C@@H](C)CO)C(=O)c2cc(NS(=O)(=O)c3ccccc3)ccc2O1	-0.1
27	C[C@@H]1CN([C@H](C)CO)C(=O)c2cc(-c3ccccc3F)cnc2O[C@H]1CN(C)C(=O)CN(C)C	-0.9
28	O=C(C[C@@H]1CC[C@@H](NC(=O)C2CCC2)[C@H](CO)O1)NC1CCC1	-1.4
29	C[C@@H]1CN([C@@H](C)CO)C(=O)c2c(c3ccccc3n2C)-c2ccccc2CO[C@H]1CN(C)S(=O)(=O)c1cccs1	-2.1
30	C[C@@H]1CCCCO[C@H](CN(C)S(=O)(=O)c2ccc(F)cc2)[C@@H](C)CN([C@H](C)CO)C(=O)c2cc(NC(=O)Nc3ccc(F)cc3)ccc2O1	-2.0

cpd	compound	BioA inh
31	CCNC(=O)C[C@H]1CC[C@H]2[C@H](COc3ccc(NC(=O)Nc4cccc(OC)c4)cc3C(=O)N2C)O1	-0.7
32	C[C@@H]1CCCCO[C@H](CN(C)S(=O)(=O)c2ccccc2)[C@@H](C)CN([C@@H](C)CO)C(=O)c2cc(N(C)C)ccc2O1	-1.0
33	O=C(C[C@@H]1C=C[C@H](NC(=O)C2CC2)[C@H](CO)O1)NCCCN1CCOCC1	-2.7
34	CCC(=O)N(C)C[C@H]1Oc2ncc(C#Cc3ccccc3OC)cc2C(=O)N([C@@H](C)CO)C[C@@H]1C	-1.2
35	C[C@@H]1CN([C@@H](C)CO)C(=O)c2cccc(NS(=O)(=O)c3ccc(F)cc3)c2O[C@@H]1CN(C)Cc1ccc(C(=O)O)cc1	-1.7
36	C[C@@H]1CN([C@H](C)CO)C(=O)c2cc(C#CC3(O)CCCC3)cnc2O[C@H]1CN(C)S(=O)(=O)c1ccccc1	4.1
37	O=C(O)C[C@H]1C=C[C@H](NC(=O)Nc2ccccc2)[C@@H](CO)O1	-1.8
38	CC(=O)N1[C@H](C(=O)Nc2ccccc2)[C@@H](CO)[C@@H]2Cn3c(ccc(C4=CCCCC4)c3=O)[C@@H]21	0.5
39	CN1C(=O)c2cc(NC(=O)Cc3cccs3)ccc2OC[C@H]2O[C@@H](CC(=O)NCCc3ccncc3)CC[C@H]21	2.5
40	C[C@@H]1CCCCO[C@@H](CN(C)Cc2ccncc2)[C@@H](C)CN([C@H](C)CO)C(=O)c2cc(NC(=O)C3CCCCC3)ccc2O1	-0.3
41	CCCN1[C@H](C(=O)OC)[C@@H](CO)[C@@H]2Cn3c(ccc(-c4ccc(F)cc4)c3=O)[C@@H]21	1.5
42	CC=Cc1ccc2n(c1=O)C[C@H]1[C@H](CO)[C@@H](C(=O)N[C@H](C)c3ccccc3)[C@@H]2N1CC1CC1 (mixture of isomers)	-0.4
43	CCC(=O)Nc1ccc2c(c1)C(=O)N(C)C[C@@H](OC)[C@H](C)CN(Cc1ccncc1)[C@H](C)CO2	-1.8
44	C[C@H]1CN([C@@H](C)CO)C(=O)c2cc(NS(=O)(=O)c3ccc(F)cc3)ccc2O[C@H]1CN(C)C(=O)Nc1ccccc1	3.6
45	O=C(C[C@@H]1C[C@@H]2c3cc(NC(=O)CC4CC4)ccc3O[C@@H]2[C@H](CO)O1)NCc1cccnc1	0.8
46	CC(C)NC(=O)N(C)C[C@@H]1Oc2ncc(C#CCc3ccccc3)cc2C(=O)N([C@@H](C)CO)C[C@@H]1C	-5.8
47	COc1ccccc1NC(=O)N1C[C@@H](O)COC[C@H]2O[C@H](CC(=O)NCCc3ccccc3)CC[C@@H]21	-3.7
48	CCCC#Cc1ccc([C@H]2[C@H](CO)N3CCCCN(C(=O)c4ccc5c(c4)OCO5)C[C@@H]23)cc1	-1.5
49	CO[C@@H](CN(C)S(=O)(=O)c1ccc(F)cc1)[C@@H](C)CN(Cc1ccccc1Cl)[C@@H](C)CO	1.3
50	Cc1ccc(S(=O)(=O)Nc2ccc3c(c2)C(=O)N([C@H](C)CO)C[C@@H](C)[C@@H](CN(C)C(=O)NC2CCCCC2)O3)cc1	-1.4
51	CO[C@@H]1CN(C)C(=O)c2cc(NC(=O)c3cc(C)on3)ccc2OC[C@H](C)N(C(C)=O)C[C@@H]1C	-1.2
52	C[C@@H]1CN([C@@H](C)CO)C(=O)c2cc(N(C)C)ccc2O[C@@H]1CN(C)S(=O)(=O)c1ccc(Cl)cc1	-5.3
53	CCNC(=O)C[C@H]1CC[C@@H]2[C@H](COc3ccc(NC(=O)Nc4ccccc4F)cc3C(=O)N2C)O1	0.3
54	Cc1ccc(S(=O)(=O)Nc2ccc3c(c2)C(=O)N([C@@H](C)CO)C[C@H](C)[C@@H](CN(C)C(=O)c2ccccc2)OCCCC[C@@H](C)O3)cc1	-1.2
55	Cc1ccc(S(=O)(=O)N(C)C[C@H]2OCCCC[C@@H](C)Oc3ccc(NC(=O)CCCN(C)C)cc3C(=O)N([C@@H](C)CO)C[C@H]2C)cc1	1.1
56	COc1ccc(S(=O)(=O)N(C)C[C@H]2OCCCC[C@@H](C)Oc3ccc(NC(=O)NC(C)C)cc3C(=O)N([C@H](C)CO)C[C@H]2C)cc1	-0.7
57	COc1cccc(NC(=O)N(C)C[C@H]2Oc3cc(C#Cc4ccncc4)ccc3S(=O)(=O)N([C@@H](C)CO)C[C@@H]2C)c1	1.6
58	CO[C@@H]1CN(C)C(=O)c2cc(NC(=O)C3CC3)ccc2OC[C@H](C)N(CC2CCOCC2)C[C@H]1C	-4.1
59	C[C@@H]1CN([C@H](C)CO)C(=O)c2cc(-c3ccccc3F)cnc2O[C@@H]1CN(C)C(=O)C1CCCCC1	-2.7
60	C[C@@H]1CN([C@@H](C)CO)C(=O)Cc2cc(N(C)C)ccc2O[C@@H]1CN(C)C(=O)Nc1cccc2ccccc12	1.3

cpd	compound	BioA inh
61	CC(C)NC(=O)N(C)C[C@H]1OCCCC[C@@H](C)Oc2ccc(NC(=O)Nc3ccc4c(c3)OCO4)cc2C(=O)N([C@@H](C)CO)C[C@H]1C	2.3
62	CNC[C@@H]1Oc2c(NS(=O)(=O)c3ccc(C)cc3)cccc2C(=O)N([C@@H](C)CO)C[C@H]1C	-0.7
63	CO[C@@H]1CN(C)C(=O)c2ccc(NC(=O)Nc3ccccc3)cc2OC[C@@H](C)N(C(=O)CC2CC2)C[C@H]1C	-1.9
64	CCCC#Cc1ccc([C@@H]2[C@H]3CN(CC4CCOCC4)CCCCN3[C@H]2CO)cc1	-1.3
65	COCC(=O)N1[C@@H](CO)[C@@H]2c3ccccc3N(C(=O)C3CC3)C[C@@H]21	-3.3
66	COc1ccc(S(=O)(=O)Nc2ccc3c(c2)C(=O)N([C@H](C)CO)C[C@H](C)[C@H](CN(C)Cc2ccncc2)OCCCC[C@H](C)O3)cc1	-2.2
67	COc1ccccc1CNC(=O)C[C@H]1CC[C@@H]2[C@H](COC[C@@H](O)CN2C(=O)Nc2ccc(Cl)cc2)O1	0.3
68	C[C@@H]1CN([C@@H](C)CO)S(=O)(=O)c2ccc(C#C[C@@H](C)O)cc2O[C@@H]1CN(C)Cc1ccccc1	-0.1
69	CC(C)NC(=O)N(C)C[C@@H]1Oc2ccc(NC(=O)CCC(F)(F)F)cc2C(=O)N([C@@H](C)CO)C[C@H]1C	-2.8
70	C[C@@H](NC(=O)C[C@H]1CC[C@H]2[C@@H](COC[C@@H](O)CN2C(=O)Nc2cccc(Cl)c2)O1)c1ccccc1	0.9
71	C[C@H]1CN([C@@H](C)CO)S(=O)(=O)c2ccc(Br)cc2O[C@@H]1CN(C)C(=O)C1CCCCC1	2.2
72	O=C(C[C@H]1CC[C@@H]2[C@H](COC[C@H](O)CN2C(=O)c2cccnc2)O1)NCc1ccccc1	-0.9
73	O=C(O)C[C@@H]1CC[C@H]2[C@@H](COC[C@H](O)CN2S(=O)(=O)c2ccc(F)cc2)O1	-0.9
74	CO[C@@H]1CN(C)C(=O)c2cc(NC(=O)c3ccc(Oc4ccccc4)cc3)ccc2OC[C@H](C)NC[C@@H]1C	0.6
75	CO[C@H]1CN(C)C(=O)c2cc(NC(=O)c3ccc(F)cc3)ccc2OC[C@@H](C)NC[C@@H]1C	1.5
76	C[C@@H]1CN([C@@H](C)CO)C(=O)c2cc(NC(=O)Nc3ccc4c(c3)OCO4)ccc2O[C@H]1CN(C)Cc1ccc(C(F)(F)F)cc1	8.9
77	O=C(C[C@@H]1CC[C@H]2[C@@H](COC[C@@H](O)CN2C(=O)c2ccc3c(c2)OCO3)O1)NC1CCC1	0.2
78	COc1ccccc1S(=O)(=O)N(C)C[C@H]1OCc2ccccc2-c2c(n(C)c3ccccc23)C(=O)N([C@H](C)CO)C[C@H]1C	-2.5
79	C[C@@H]1CN([C@@H](C)CO)C(=O)c2cc(NC(=O)C3CCCCC3)ccc2O[C@@H](C)CCCCO[C@@H]1CN(C)C(=O)Nc1ccc(C(F)(F)F)cc1	1.3

An excerpt from above in order of molecular weight, high to low.
cpd	compound	BioA inh
66	COc1ccc(S(=O)(=O)Nc2ccc3c(c2)C(=O)N([C@H](C)CO)C[C@H](C)[C@H](CN(C)Cc2ccncc2)OCCCC[C@H](C)O3)cc1	-2.2
61	CC(C)NC(=O)N(C)C[C@H]1OCCCC[C@@H](C)Oc2ccc(NC(=O)Nc3ccc4c(c3)OCO4)cc2C(=O)N([C@@H](C)CO)C[C@H]1C	2.3
67	COc1ccccc1CNC(=O)C[C@H]1CC[C@@H]2[C@H](COC[C@@H](O)CN2C(=O)Nc2ccc(Cl)cc2)O1	0.3
69	CC(C)NC(=O)N(C)C[C@@H]1Oc2ccc(NC(=O)CCC(F)(F)F)cc2C(=O)N([C@@H](C)CO)C[C@H]1C	-2.8
70	C[C@@H](NC(=O)C[C@H]1CC[C@H]2[C@@H](COC[C@@H](O)CN2C(=O)Nc2cccc(Cl)c2)O1)c1ccccc1	0.9
62	CNC[C@@H]1Oc2c(NS(=O)(=O)c3ccc(C)cc3)cccc2C(=O)N([C@@H](C)CO)C[C@H]1C	-0.7
72	O=C(C[C@H]1CC[C@@H]2[C@H](COC[C@H](O)CN2C(=O)c2cccnc2)O1)NCc1ccccc1	-0.9
64	CCCC#Cc1ccc([C@@H]2[C@H]3CN(CC4CCOCC4)CCCCN3[C@H]2CO)cc1	-1.3
73	O=C(O)C[C@@H]1CC[C@H]2[C@@H](COC[C@H](O)CN2S(=O)(=O)c2ccc(F)cc2)O1	-0.9

From PubChem BioAssay

Some of the compounds tested; rates above refer to the full screens.
